Assay outcomes (PubChem)
PglD inh = PglD (C. jejuni) enzyme inhibition. actives 0.098% (n = 360,000). purified PglD enzyme, DTNB colorimetric CoA detection. inhibition, % at 12.5 µM; in the data active = inhibition above about 16%, passing the limit was not always enough; also: strong numbers were not always called active
Cneo AK release = causes C. neoformans cell lysis; actives 0.2% (n = 360,000); lysis activity, % at 15 µM; AID 651654; adenylate kinase release luminescence, 4 h; normalised: neutral wells 0, clomiphene wells 100;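 active = mean lysis activity across replicates of at least 80%, whatever share of replicates individually reach that level; inactive = mean lysis activity below 80%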
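Assay system: Cryptococcus neoformans yeast cells / Dosing: single-point compound dose / Timing: 4 h at 37 °C static, read 1 h later / Measured by: luminescence of released adenylate kinase using an AK detection reagent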
PAX8 inh HTS = lowers PAX8-driven luciferase in RMG-I cells | actives 1.2% (n = 360,000) | inhibition, % at 12.6 µM | RMG-I TPO-luciferase reporter, SteadyGlo, 24 h;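 active = mean replicate inhibition at least 60% with every replicate also reaching 60%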;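 also: luciferase light reporting Pax8 driven TPO promoter activity; plate controls were median of neutral control wells for no effect and mitoxantrone controls for full effect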
LGR2 antag = inhibitors of bursicon-induced Drosophila LGR2 receptor cAMP signaling | HEK293 LGR2, CRE-luciferase, bursicon-stimulated, 4 h | inhibition, % at 9.99 µM | actives 0.35% (n = 380,000);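 active = drop in luminescence signal, shown as inhibition above about 50% in the replicate tests, limit read from the data, passing the limit was not always enough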;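 also: agonist challenge used bursicon conditioned medium at about half maximal strength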
PGC1a acetyl inh = modulators of PGC1a acetylation | U2OS PGC1a acetylation, AlphaScreen anti-acetyl-lysine; with virally co-expressed GCN5 acetyltransferase | inhibition, % at 15.6 µM | actives 0.17% (n = 350,000) | AID 651687;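 active = every replicate shows inhibition of at least 40%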;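 also: 0% = neutral control wells and 100% = positive control wells; some results beyond the cut were filed as inactive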
Statin myotox sup = protects C2C12 myotubes from simvastatin toxicity; rescue of ATP level, % at 7.49 µM; ATP luminescence, 48 h; scaled: DMSO 0, geranylgeraniol control 100; actives 0.78% (n = 330,000);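 active = mean ATP rescue above about 67%, or every replicate alone reaching that limit, limit read from the data, passing the limit was not always enough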;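 also: myotubes were challenged with 10 µM simvastatin during compound exposure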
ARNT TACC3 PPI = disrupts binding between human ARNT and TACC3. Q9Y6A5. AlphaScreen His-ARNT PAS-B/GST-TACC3 binding, luminescence; TACC3 fragment carries E629A point mutation. inhibition, % at 9.99 µM. actives 0.66% (n = 390,000). AID 623870;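 active = mean inhibition of replicates at least 50% and at least half of replicates each reaching 50%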;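 also: 0% = complete ARNT plus TACC3 wells and 100% = ARNT alone without TACC3; many hits fall short of the cut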
INS-1E GSIS act = GLuc luminescence reporter in INS-1E cells, primary screen for activators of glucose-dependent secretion of insulin; AID 743287; actives 0.61% (n = 370,000); activation, % at 16.6 µM; INS-1E GLuc reporter insulin secretion, 2-3 h;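 active = lowest replicate activation of at least 40%, so every replicate reaches that level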;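 also: 0% = median of neutral control wells and 100% = median of IBMX positive control wells; some compounds called inactive have numbers as strong as hits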
An asterisk follows results filed as active; . = no result given; & = joins results of further samples.

structure	PglD inh	Cneo AK release	PAX8 inh HTS	LGR2 antag	PGC1a acetyl inh	Statin myotox sup	ARNT TACC3 PPI	INS-1E GSIS act
COc1cc(OC)cc(-c2sc3ccc(OC)cc3c2C#CCO)c1	-5.1	-2.5	-15.0	-8.1	-19.4	-13.9	.	-10.7
O=C(COC(=O)COc1ccccc1)NC1CCCC1	5.0	-0.7	-5.8	.	-3.8	8.3	-2.1	.
COc1cc(OC)cc(C(=O)N[C@H](C(=O)OCc2cc(=O)oc3cc(C)ccc23)C(C)C)c1	-2.9	-0.4	13.7	-7.3	-6.0	.	-5.0	-24.5
CCCCn1c(N)c(N(CCC(C)C)C(=O)C2CCCC2)c(=O)[nH]c1=O	-3.3	4.6	0.9	6.4	4.5	-2.3	0.7	4.4
CCC(C)NC(=O)CCSCCC(=O)NC(C)CC (configuration not stated)	.	.	3.0	0.1	.	.	3.1	3.6
CCC(=O)Nc1ccc2c(c1)C(=O)N(C)[C@H]1CC[C@@H](CC(=O)NC3Cc4ccccc4C3)O[C@H]1CO2	4.0	9.2	9.0	6.2	-1.6	2.3	-13.1	-3.1
CCCCCCc1nc(C(N)=O)c2[nH]c(=O)n(-c3ccc(OCC)cc3)c2n1	-5.5	-0.8	.	.	-8.5	17.7	-8.7	.
O=C(Cc1ccccc1)N[C@@H]1C=C[C@@H](CC(=O)N2CCOCC2)O[C@@H]1CO	-0.6	-5.5	-9.4	2.5	-3.8	3.3	-0.7	-0.2
O=C(Nc1ncn[nH]1)c1ccccc1O	0.1	-1.6	-7.4	6.0	-16.3	-4.9	18.8	14.0
CCCC(=O)Nc1ccc2c(c1)OC[C@@H](C)N(C(=O)CC)C[C@@H](C)[C@@H](OC)CN(C)C2=O	2.9	-0.7	-4.0	-3.1	-11.1	9.1	.	4.3

In another format: two of the compounds above.
COc1cc(OC)cc(-c2sc3ccc(OC)cc3c2C#CCO)c1
  PglD inh: -5.1
  Cneo AK release: -2.5
  PAX8 inh HTS: -15.0
  LGR2 antag: -8.1
  PGC1a acetyl inh: -19.4
  Statin myotox sup: -13.9
  ARNT TACC3 PPI: .
  INS-1E GSIS act: -10.7
CCC(=O)Nc1ccc2c(c1)C(=O)N(C)[C@H]1CC[C@@H](CC(=O)NC3Cc4ccccc4C3)O[C@H]1CO2
  PglD inh: 4.0
  Cneo AK release: 9.2
  PAX8 inh HTS: 9.0
  LGR2 antag: 6.2
  PGC1a acetyl inh: -1.6
  Statin myotox sup: 2.3
  ARNT TACC3 PPI: -13.1
  INS-1E GSIS act: -3.1

(more compounds)
structure	PglD inh	Cneo AK release	PAX8 inh HTS	LGR2 antag	PGC1a acetyl inh	Statin myotox sup	ARNT TACC3 PPI	INS-1E GSIS act
CC1CC2(NC(=O)NC2=O)C(C)CN1C (configuration not stated)	-2.5	-0.1	.	3.5	6.0	3.6	-2.9	-1.1
CO[C@@H]1CC[C@H]2CCOc3ccc(C#N)cc3C(=O)N(C)[C@@H](C)C(=O)N(C)C[C@@H]1O2	-1.3	-0.6	-7.5	8.8	.	14.9	-0.9	4.8
COc1ccc(-c2nc(NC(=O)CCNC(=O)c3ccco3)sc2C)cc1	-2.9	-1.7	11.7	8.3	2.4	13.1	4.3	-29.4
O=C(NCCN1CCCCC1)c1ccc(Oc2cc(Cl)cc(Cl)c2)o1	-3.8	5.7	3.7	.	5.6	-2.3	2.7	.
CSc1ncccc1C(=O)OCC(=O)N(C)C	.	.	0.2	-10.4	.	.	-9.0	15.9
CN(C)S(=O)(=O)c1ccc(SCC(=O)N2CC(=O)Nc3ccccc32)nc1	.	.	8.0	-2.1	13.5	-1.0	.	1.8
C=CCN1CCCC1CNC(=O)c1cc2[nH]nnc2cc1OC (configuration not stated)	3.3	4.9	-7.1	-1.4	6.2	-0.2	-4.3	.
Cc1ccc(N2CC(C(=O)Nc3ncc([N+](=O)[O-])s3)CC2=O)cc1 (configuration not stated)	-7.5	-2.6	-1.6	4.8	.	-0.9	.	-26.8
CC(=O)N1c2ccc(S(=O)(=O)NCCC(=O)Nc3ccc(F)cc3)cc2CC1C (configuration not stated)	2.6	-3.2	22.6	-10.2	-4.6	13.3	-0.3	-14.7
O=C(N[C@@H]1CC[C@H](CCn2cc(C3CC3)nn2)O[C@@H]1CO)c1cccnc1	-2.8	-2.9	0.6	2.1	6.6	4.7	.	10.1
CC(=O)N1CC(=O)N2[C@H](CO)[C@@H](c3ccc(-c4ccc(C)cc4)cc3)[C@@H]2C1	.	.	-14.5	3.4	2.3	.	.	6.5
C=CC[C@H](CC(=O)NCCO)C(=O)N[C@H](COC(=O)[C@H](CC=C)CC(=O)OC(C)(C)C)Cc1c[nH]c2ccccc12	3.0	-0.4	3.1	-7.0	.	8.6	5.3	-9.0
NC(=O)CC(NC(=O)Cc1cccc2ccccc12)c1ccc(NCCc2ccccc2F)c([N+](=O)[O-])c1 (configuration not stated)	-0.8	15.3	-9.4	-5.4	.	16.2	-4.1	-0.3
COc1ccc(C(=O)OCC(=O)NC2CCCCCC2)c(OC)c1	4.4	0.3	14.3	3.3	.	-7.8	-2.7	7.1
Cc1ccc(OC(C)C(=O)Nc2ccc(S(=O)(=O)N3CCOCC3)cc2)cc1 (configuration not stated)	1.7	-1.4	16.6	-7.2	.	-0.1	-5.4	-12.8
C#Cc1ccc([C@H]2C=C(C(=O)OCC=C)O[C@@H](OCC)[C@@H]2CCCO)cc1	-0.6&-0.1	-4.6&0.7	-0.1&-24.8	2.9	-8.7	-1.0	-1.0&-3.1	-4.7
Nc1nc(-c2ccc(F)cc2)cs1	7.0	0.8	12.9	-3.3	1.0	0.3	-0.1	-3.3
O=C(Oc1ccc(N2C(=O)CCC2=O)cc1)c1ccco1	-1.3	0.0	.	.	-7.9	4.9	-8.2	.
Cc1nc2c(C(=O)NCCC(C)C)c[nH]n2c(=O)c1Cl	.	.	4.0	5.8	.	.	5.7	5.4
COCCN(C(=O)CSc1nnc(-c2cccc(F)c2)n1N)c1c(N)n(Cc2ccccc2)c(=O)[nH]c1=O	-6.4	1.5	-13.6	1.6	-1.9	4.1	-23.0	13.7
COc1cccc(C(C)(O)c2nc(-c3cnn(C)c3)cs2)c1 (configuration not stated)	-2.8	-0.3	11.8	2.1	-12.6	7.3	.	-2.3
COc1ccc(Cc2nnc(SCC(=O)N3CCCC(C)C3)o2)cc1 (configuration not stated)	.	.	-4.0	-4.7	-11.7	.	-2.5	-10.1
COc1ccc2cc3cc(C(=O)N4CCN(C5CCCCC5)CC4)oc3nc2c1	1.6	-3.4	.	.	-5.6	4.8	-7.2	.
COCCCNC(=O)/C(C#N)=C/c1c(N2CCN(C)CC2)nc2ccccn2c1=O	-10.4	-0.9	-13.7	1.0	-0.9	6.1	-29.4	-3.7
COC(=O)c1c(N)c(C#N)c2n1CCCCC2	-6.4	-0.9	.	.	-2.6	30.0	1.4	.
COc1ccc(OC)c(Nc2nc(N)c([N+](=O)[O-])c(NCc3ccccc3)n2)c1	0.0	1.1	-7.0	-4.0	8.3	.	.	4.7
COc1ccccc1NC(=O)N1C[C@@H]2[C@H](c3ccccc31)[C@H](CO)N2C(=O)C1CCCC1	-2.0	-6.2	2.8	11.3	-5.2	-15.8	7.0	-3.2
CC(C)N(CCn1cnc2c([nH]c3ccccc32)c1=O)C(C)C	2.5	-2.7	22.2	-1.8	8.9	.	-1.4	18.6
Cc1cc(=O)[nH]c(N/N=C/c2ccco2)n1	-0.5	0.7	.	5.2	12.4	5.5	10.7	9.0
COc1ccc(CCN(C(=O)C(F)(F)F)C(C(=O)NC2CCCCC2)c2ccc(C)s2)cc1OC (configuration not stated)	-6.5	-0.9	.	.	-13.3	64.1	-8.0	.
CCn1cc(CNC(=S)Nc2cccc3ccccc23)cn1	.	.	-4.0	-26.1	.	.	-4.8	-1.8
COc1ccc2[nH]c3c(c2c1)CCN1C(=O)N([C@@H](C)C(=O)NCc2ccccc2OC)C(=O)[C@]31C	4.3	0.0	.	46.2	-15.4	4.1	19.1	-15.1
CCC(C)NC(=O)c1cccc(OCc2c(C)noc2C)c1 (configuration not stated)	.	.	20.8	8.3	.	.	1.9	9.5
C[C@@H]1CN([C@H](C)CO)C(=O)Cc2cc(NC(=O)CCC(F)(F)F)ccc2O[C@H]1CN(C)Cc1ccc(C(=O)Nc2ccccc2N)cc1	.	.	16.5	8.3	4.8	.	.	16.3
Cc1noc(C)c1NC(=O)Nc1ccc2c(c1)CC(=O)N([C@@H](C)CO)C[C@@H](C)[C@@H](CN(C)C(=O)Nc1ccc(C(F)(F)F)cc1)O2	0.5	-1.5	.	19.9	9.5	-9.2	-6.6	-3.0
O=C(CCN1CCCCC1)N[C@H]1CC[C@@H](CCNC(=O)c2cc(Cl)cc(Cl)c2)O[C@@H]1CO	-0.8	1.2	-2.0	0.1	8.6	1.0	-2.5	0.7
Cc1ccc(-c2noc(CCC(=O)NCc3ccc4c(c3)OCO4)n2)cc1	-7.9	-0.5	.	.	-3.3	.	-12.9	.
O=[N+]([O-])c1ccc(Sc2n[nH]c(-c3ccncc3)n2)nc1	.	.	-1.8	2.0	.	.	7.5	8.0
Cc1cccc(OC(C)C(=O)N2CCN(Cc3ccc4c(c3)OCO4)CC2)c1 (configuration not stated)	-1.3	-2.7	.	-1.3	-0.3	12.7	-1.2	-16.9
COc1ccc(CN(C)C[C@H]2Oc3ccc(NC(=O)NC(C)C)cc3CC(=O)N([C@@H](C)CO)C[C@H]2C)cc1	7.2	40.1	-11.5	5.7	-1.5	4.9	.	0.1
COc1ccccc1C(=O)N/N=C(\C)CC(=O)Nc1ccccn1	.	.	14.3	-1.9	.	7.6	12.8	2.2
COc1ccc(NC(=O)c2ccco2)c(NC(=O)c2ccc([N+](=O)[O-])cc2)c1	3.6	2.5	13.0	11.8	0.5	-7.1	-0.9	0.1
Cc1ccc(F)c(S(=O)(=O)NC(=O)C2(C)CCN2C(=O)C2(c3ccc(Cl)cc3)CC2)c1 (configuration not stated)	5.5	-0.7	-35.4	-1.6	11.8	5.9	.	-1.2
Cc1cccc(N/C(N)=N/c2nc(C(F)(F)F)cc(C(F)(F)F)n2)c1	-8.3	0.3	-14.7	-4.9	.	.	-14.4	-6.6
CC1(C(=O)Nc2ccc(Cl)c(Cl)c2)CCN1Cc1cc2ccccc2o1 (configuration not stated)	-0.4	-2.1	16.7	22.8	5.0	6.0	.	-2.5
CO[C@H]1CN(C)C(=O)c2ccc(NC(=O)Nc3ccccc3)cc2OC[C@@H](C)N(C(=O)CN(C)C)C[C@@H]1C	.	.	.	-3.3	-9.6	-1.8	.	10.0
CS(=O)(=O)c1ccc(NC(=O)CCN2C(=O)C3CCCCC3C2=O)cc1 (configuration not stated)	.	.	-12.6	0.1	.	-16.2	2.7	18.7
O=C(/C=C/c1ccc2c(c1)OCO2)NCCS(=O)(=O)N1CCN(c2ccccc2)CC1	1.0	1.3	1.6	0.2	-31.5	1.0	.	3.6
Cc1cccnc1CCNC(=O)C1CCC(=O)N(Cc2cccc(F)c2)C1 (configuration not stated)	-2.0	-0.2	4.9	-0.3	13.2	.	-1.1	30.9
COc1ccccc1CNC(=O)C[C@@H]1C=C[C@@H](NC(=O)CC2CC2)[C@H](CO)O1	-3.0	1.6	-8.1	-31.3	-6.1	-1.7	-6.2	3.2
Cc1cccc(N2C(=O)c3ccc(C(=O)Nc4ccccn4)cc3C2=O)c1	3.0	-4.4	-6.0	-1.2	-2.2	-41.0	0.3	1.0
